Source: PubChem BioAssay (Broad Institute)
mut p53 react – mutant p53 pathway re-activators, primary screen, cell-based, SW480, luciferase, single point, HTS; activation, % at 9.98 µM; 28,000 tested, 1.5% active; AID 624151, 2012; SW480 PUMA-promoter luciferase, p53 mutant reactivation; in the data active = activation above about 52%; inconclusive = no clear call, values can overlap the other calls
STK33 inh – STK33 kinase inhibitors, primary screen, biochemical, luminescence, ADP-Glo, MBP substrate; inhibition, % at 12.5 µM; 27,000 tested, 0.44% active; AID 2322, 2010; in the data active = inhibition above about 20%; inconclusive = no clear call, values can overlap the other calls
Target sequence (Q9BYT3 whole entry, looked up): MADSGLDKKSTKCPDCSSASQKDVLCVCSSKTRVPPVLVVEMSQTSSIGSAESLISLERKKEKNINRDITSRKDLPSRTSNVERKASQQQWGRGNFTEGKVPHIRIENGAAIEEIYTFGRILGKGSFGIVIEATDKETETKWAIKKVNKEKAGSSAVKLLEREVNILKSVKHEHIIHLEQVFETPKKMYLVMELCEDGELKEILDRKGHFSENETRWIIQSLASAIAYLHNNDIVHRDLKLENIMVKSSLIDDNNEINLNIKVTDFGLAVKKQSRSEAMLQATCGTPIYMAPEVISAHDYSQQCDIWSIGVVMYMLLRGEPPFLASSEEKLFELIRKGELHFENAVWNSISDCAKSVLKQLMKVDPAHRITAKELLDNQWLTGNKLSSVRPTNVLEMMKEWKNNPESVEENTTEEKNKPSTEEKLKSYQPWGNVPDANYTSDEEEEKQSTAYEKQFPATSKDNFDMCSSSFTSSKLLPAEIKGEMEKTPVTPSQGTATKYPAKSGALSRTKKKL
Active calls of the source: *; ? = inconclusive; · = no result given. These rows are one share of the data; rates above refer to the full screens.

compound | mut p53 react | STK33 inh
O=C(C[C@H]1C[C@@H]2c3cc(NC(=O)Nc4ccc(C(F)(F)F)cc4)ccc3O[C@@H]2[C@@H](CO)O1)NCc1ccccn1 | -6.7 | ·
CCCCN1CCCCC1C(=O)Nc1c(C)cccc1C (centres undefined) | 3.6 | -11.1
O=C(Nc1nc2ccccc2n1CCN1CCOCC1)c1ccccc1 | 8.1 | 12.6
CC(=O)NC(Cc1c[nH]c2ccccc12)C(=O)O (centres undefined) | 5.9 | -3.9
Cn1c(SCC(=O)Nc2ccccc2-c2ccccc2)nnc1-c1ccccn1 | -19.6 | 4.7
C[C@@H]1CN([C@H](C)CO)C(=O)CCCn2cc(nn2)CO[C@@H]1CN(C)C(=O)c1cc(-c2ccccc2)on1 | -4.2 | -1.0
C[C@@H]1CN([C@@H](C)CO)C(=O)c2cc(NC(=O)CCCN(C)C)ccc2O[C@@H]1CN(C)Cc1ccc(C(=O)O)cc1 | -1.7 | ·
Cc1ccc(S(=O)(=O)c2nc(-c3ccccc3F)oc2NCC2CCCO2)cc1 (centres undefined) | 15.2 | -2.4
COc1ccc(NC(=O)Nc2cccc3c2O[C@@H](CN(C)C)[C@@H](C)CN([C@@H](C)CO)C3=O)cc1 | 13.3 | ·
CC(C)CC#Cc1ccc2c(c1)O[C@@H](CN(C)C(=O)Cc1ccncc1)[C@@H](C)CN([C@H](C)CO)S2(=O)=O | -4.4 | ·
C[C@@H]1CN([C@H](C)CO)C(=O)CCCn2nncc2CO[C@H]1CN(C)C(=O)C1CCCCC1 | · | -3.6
COc1ccc(N2C(=O)CC(SCC(=O)Nc3ccc(C)c(C)c3)C2=O)cc1 (centres undefined) | -5.5 | -2.5
CC(C)C#Cc1cnc2c(c1)C(=O)N([C@H](C)CO)C[C@@H](C)[C@H](CN(C)C(=O)Nc1cccc(F)c1)O2 | -6.0 | ·
Cc1noc(C)c1S(=O)(=O)N(C)C[C@H]1OCc2cnnn2CCCC(=O)N([C@@H](C)CO)C[C@H]1C | 2.3 | -0.9
O=C(O)c1cccc(NC(=O)c2ccc(CN3C(=O)c4ccccc4C3=O)cc2)c1 | -1.6 | 0.3
Cc1noc(C)c1S(=O)(=O)N(C)C[C@@H]1Oc2ccc(NC(=O)NC3CCCCC3)cc2CC(=O)N([C@H](C)CO)C[C@H]1C | · | 1.6
Cc1nccc(-c2cccc(NS(=O)(=O)c3ccccc3C(F)(F)F)c2)n1 | · | 3.2
O=C(CSc1nc2cc3ccccc3cc2[nH]1)Nc1ccccc1Cl | -32.6 | 3.3
C[C@H](CO)N1C[C@H](C)[C@@H](CN(C)S(=O)(=O)c2ccc(Cl)cc2)Oc2ccc(NC(=O)CCCN(C)C)cc2C1=O | · | -0.9
C[C@@H]1CCCCO[C@@H](CN(C)S(=O)(=O)c2cccs2)[C@H](C)CN([C@H](C)CO)C(=O)c2cc(NC(=O)Cc3ccccc3)ccc2O1 | -24.4 | ·
C[C@H](CO)N1C[C@H](C)[C@@H](CN(C)C(=O)Nc2ccc(C(F)(F)F)cc2)OCc2cn(nn2)CCCC1=O | · | 4.5
C[C@@H]1CCCCO[C@@H](CN(C)S(C)(=O)=O)[C@@H](C)CN([C@H](C)CO)C(=O)c2cc(NS(=O)(=O)c3ccccc3)ccc2O1 | -5.2 | 2.0
Cc1ccc2cccc(S(=O)(=O)N3CCC(C(=O)O)CC3)c2n1 | -25.2 | 1.9
Cc1noc(C)c1NC(=O)Nc1ccc2c(c1)CC(=O)N([C@H](C)CO)C[C@H](C)[C@@H](CN(C)C)O2 | -0.3 | ·
C[C@@H]1CN([C@H](C)CO)C(=O)c2cc(NS(=O)(=O)c3cn(C)cn3)ccc2O[C@@H]1CN(C)Cc1ccc(Oc2ccccc2)cc1 | 14.2 | ·
COc1ccc(NC(=O)c2ccc(OCC(=O)Nc3ccccc3F)cc2)cc1Cl | 4.4 | 8.3
COc1ccc(Cl)cc1N(CC(=O)Nc1ccc(C)c(C)c1)S(C)(=O)=O | 7.8 | -0.1
CS(=O)(=O)N(CC(=O)NC1CC1)c1cccc(F)c1 | -2.0 | 1.5
O=C(CSc1ncccn1)Nc1nccs1 | · | -1.2
C[C@@H]1CCCCO[C@@H](CN(C)C(=O)C2CCCCC2)[C@H](C)CN([C@H](C)CO)C(=O)c2cc(N(C)C)ccc2O1 | -2.8 | ·
COc1c(O)c2c(=O)cc(OC)c3c4c(OC)cc(=O)c5c(O)c(OC)c(C[C@@H](C)OC(=O)c6ccccc6)c(c(c1C[C@@H](C)OC(=O)Oc1ccc(O)cc1)c23)c54 | -75.6 | 0.1
O=C1C(=O)N(CCCn2ccnc2)C(c2ccccc2)C1C(=O)c1ccco1 (centres undefined) | -3.1 | 1.4
Cc1ccc(Cl)c(OCC(O)Cn2cnc3cc(C)c(C)cc32)c1 (centres undefined) | -3.5 | -1.5
Fc1ccccc1CSc1nnc(-c2cnccn2)n1Cc1ccco1 | 27.5 | 6.1
C[C@@H]1CN([C@H](C)CO)S(=O)(=O)c2ccc(/C=C/c3ccccc3)cc2O[C@@H]1CN(C)C(=O)c1ccccc1 | 0.8 | ·
C[C@H]1CN([C@@H](C)CO)C(=O)c2cc(NC(=O)Nc3ccccc3)ccc2O[C@@H]1CN(C)C(=O)Nc1cccc2ccccc12 | · | -0.7
O=C(O)c1cccc(NS(=O)(=O)c2cc(S(=O)(=O)c3ccc(Cl)cc3)ccc2Cl)c1 | 2.3 | -3.0
COc1ccc(OC)c(S(=O)(=O)N(C)CC(=O)Nc2ccc(C(F)(F)F)cc2)c1 | -11.8 | -1.7
O=C(CSc1nnc(-c2ccc(Br)cc2)o1)Nc1cccc(C(=O)N2CCOCC2)c1 | 25.9 | -3.1
C=C1C(=O)O[C@@H]2C3=C(C)CC[C@]34O[C@@H](C[C@@H]4C)[C@H]12 | -23.9 | -0.6
Cc1nc(SCC(=O)Nc2ccc3c(c2)OCCO3)c2c3c(sc2n1)CCC3 | -3.4 | -4.6
COc1ccc(C)cc1S(=O)(=O)N1CCC(C(=O)Nc2ccc3c(c2)OCCO3)CC1 | -1.2 | 2.6
CC(=O)CCc1c(C)[nH]c2ccccc2c1=O | -3.6 | 4.3
C[C@@H]1CN([C@H](C)CO)C(=O)c2cc(NC(=O)Nc3ccc4c(c3)OCO4)ccc2O[C@H]1CN(C)Cc1ccc(-c2ccccc2)cc1 | · | 0.7
C[C@@H]1CN([C@@H](C)CO)C(=O)c2cc(NC(=O)Nc3ccccc3)ccc2O[C@@H]1CN(C)Cc1ccncc1 | 0.4 | 1.5

Filtered by structure, the entries above containing an aryl methoxy group.
compound | mut p53 react | STK33 inh
COc1ccc(NC(=O)Nc2cccc3c2O[C@@H](CN(C)C)[C@@H](C)CN([C@@H](C)CO)C3=O)cc1 | 13.3 | ·
COc1ccc(N2C(=O)CC(SCC(=O)Nc3ccc(C)c(C)c3)C2=O)cc1 (centres undefined) | -5.5 | -2.5
COc1ccc(NC(=O)c2ccc(OCC(=O)Nc3ccccc3F)cc2)cc1Cl | 4.4 | 8.3
COc1ccc(Cl)cc1N(CC(=O)Nc1ccc(C)c(C)c1)S(C)(=O)=O | 7.8 | -0.1
COc1c(O)c2c(=O)cc(OC)c3c4c(OC)cc(=O)c5c(O)c(OC)c(C[C@@H](C)OC(=O)c6ccccc6)c(c(c1C[C@@H](C)OC(=O)Oc1ccc(O)cc1)c23)c54 | -75.6 | 0.1
COc1ccc(OC)c(S(=O)(=O)N(C)CC(=O)Nc2ccc(C(F)(F)F)cc2)c1 | -11.8 | -1.7
COc1ccc(C)cc1S(=O)(=O)N1CCC(C(=O)Nc2ccc3c(c2)OCCO3)CC1 | -1.2 | 2.6

(list continues)
compound | mut p53 react | STK33 inh
COc1ccc([Si](C)(C)[C@H]2[C@H](CCO)O[C@@]3(C(=O)N(Cc4cccc(N5CCC5=O)c4)c4ccccc43)[C@@H]2C)cc1 | · | ?
CC(C)NC(=O)Nc1ccc2c(c1)C(=O)N([C@@H](C)CO)C[C@@H](C)[C@@H](CN(C)Cc1ccncc1)O2 | · | -1.0
O=C(C[C@H]1C[C@H]2c3cc(NC(=O)Nc4ccccc4)ccc3O[C@H]2[C@H](CO)O1)NCc1ccccc1 | 10.0 | ·
Cc1noc(C)c1NC(=O)N(C)C[C@H]1Oc2ccc(NC(=O)Cc3ccccc3)cc2CC(=O)N([C@H](C)CO)C[C@H]1C | 13.4 | 0.0
CCOc1cc(C2N=C(Nc3nc4ccccc4o3)NC3=C2C(=O)CC(C)(C)C3)ccc1O (centres undefined) | 11.1 | 1.5
C[C@H]1CN([C@@H](C)CO)C(=O)c2cccc(NC(=O)NC3CCCCC3)c2O[C@@H]1CN(C)S(=O)(=O)c1ccc(Cl)cc1 | 1.5 | ·
C[C@H]1CN([C@@H](C)CO)C(=O)CCCn2nncc2CO[C@H]1CN(C)C(=O)Nc1ccc(N2CCN(C)CC2)cc1 | -5.2 | ·
Cc1noc(C)c1NC(=O)Nc1ccc2c(c1)CC(=O)N([C@@H](C)CO)C[C@@H](C)[C@@H](CN(C)C(=O)Nc1c(C)noc1C)O2 | · | 3.6
CNC[C@H]1Oc2ccc(NC(=O)Nc3ccc4c(c3)OCO4)cc2CC(=O)N([C@@H](C)CO)C[C@H]1C | -6.1 | -1.4
COc1ccc(CNC(=O)C[C@@H]2C[C@H]3c4cc(NC(=O)CN(C)C)ccc4O[C@H]3[C@H](CO)O2)cc1 | 3.3 | ·
C[C@@H]1CN([C@H](C)CO)C(=O)c2cccc(NS(C)(=O)=O)c2O[C@@H]1CN(C)Cc1ccc(Cl)c(Cl)c1 | 0.4 | ·
COc1ccccc1N1CCN(CCCCNC(=O)c2ccc3ccccc3c2)CC1 | -2.9 | -7.8
C[C@@H]1CN([C@@H](C)CO)C(=O)c2cc(C#CCN(C)C)cnc2O[C@@H]1CN(C)C(=O)Nc1cc(F)ccc1F | -5.1 | ·
C[C@H]1CN([C@@H](C)CO)C(=O)CCCn2cc(nn2)CO[C@H]1CN(C)Cc1ccncc1 | 5.1 | 1.9
C[C@H]1CN([C@@H](C)CO)C(=O)c2cc(C#CC3CCCC3)cnc2O[C@@H]1CN(C)S(C)(=O)=O | -5.0 | ·
C[C@@H]1O[C@@H](O[C@H]2[C@H](Oc3cc(O)c4c(c3)O[C@H](c3ccc(O)c(O)c3)CC4=O)O[C@H](CO)[C@@H](O)[C@@H]2O)[C@H](O)[C@H](O)[C@H]1O | 9.0 | -7.7
C[C@@H]1CN([C@H](C)CO)C(=O)c2cc(C#CC3CC3)cnc2O[C@@H]1CN(C)C(=O)CC1CC1 | 6.3 | ·
C[C@@H]1CN([C@H](C)CO)C(=O)c2cc(NC(=O)CCCN(C)C)ccc2O[C@@H](C)CCCCO[C@H]1CN(C)Cc1ccccc1 | -4.0 | ·
C[C@@H]1CCCCO[C@H](CN(C)C(=O)c2ccccc2)[C@H](C)CN([C@@H](C)CO)C(=O)c2cc(NS(=O)(=O)c3cn(C)cn3)ccc2O1 | -5.8 | ·
C[C@H](CO)N1C[C@H](C)[C@H](CN(C)C)Oc2cc(C#CC3(O)CCCC3)ccc2S1(=O)=O | 11.6 | ·
C[C@H]1CCCCO[C@H](CN(C)C)[C@@H](C)CN([C@@H](C)CO)C(=O)c2cc(NC(=O)c3ccccc3)ccc2O1 | 2.2 | ·
C[C@@H]1CN([C@@H](C)CO)C(=O)CCCn2nncc2CO[C@@H]1CN(C)C(=O)Nc1ccc(N2CCCCC2)cc1 | · | 3.8
COc1ccc(S(=O)(=O)N(C)CC(=O)NC2CCCC2)cc1C | -9.4 | -1.4
C[C@@H]1CN([C@@H](C)CO)C(=O)c2cc(NS(=O)(=O)c3cccs3)ccc2O[C@@H]1CN(C)C(=O)NC1CCCCC1 | -7.4 | -1.5
COc1ccc(NC(=O)Nc2ccc3c(c2)[C@H]2C[C@H](CC(=O)N4CCCCC4)O[C@H](CO)[C@H]2O3)cc1 | 13.4 | ·
CC(C)C#Cc1ccc2c(c1)O[C@@H](CN(C)Cc1ccncc1)[C@H](C)CN([C@@H](C)CO)S2(=O)=O | -46.3 | ·
C[C@H]1CN([C@@H](C)CO)C(=O)c2cc(NS(=O)(=O)c3ccc(F)cc3)ccc2O[C@H]1CN(C)S(=O)(=O)c1cccs1 | · | 0.5
C[C@H](CO)N1C[C@H](C)[C@H](CN(C)C(=O)Nc2ccccc2)Oc2c(cccc2N(C)C)C1=O | · | 0.5
CS(=O)(=O)N1CCN(CC(O)Cn2c3ccc(Cl)cc3c3cc(Cl)ccc32)CC1 (centres undefined) | -9.5 | 1.3
O=C(CSc1nc2sc3c(c2c(=O)n1-c1ccccc1)CCCC3)Nc1ccccc1 | -6.7 | -3.0
CSC(=NCc1sccc1COc1ccc(Cl)cc1)NC#N | -22.6 | ·
C[C@H]1CN([C@@H](C)CO)C(=O)Cc2cc(NC(=O)Nc3ccccc3)ccc2O[C@@H]1CN(C)CC1CCCCC1 | · | 3.2
O=C(COc1ccc(Br)cc1)Nc1cccc2ncccc12 | 3.2 | -4.7
O=C(COc1ccccc1[N+](=O)[O-])Nc1cccc(Cl)c1N1CCOCC1 | -34.3 | 3.9
COc1ccc(NC(=O)Nc2ccc3c(c2)C(=O)N([C@@H](C)CO)C[C@H](C)[C@H](CN(C)S(=O)(=O)c2cccs2)O3)cc1 | -7.0 | ·
COc1cc(=O)oc([C@@]2(C)O[C@H]2/C(C)=C\C(C)=C\[C@@]2(C)O[C@@H](C)[C@]3(C)OC23)c1C (some centres undefined) | · | -0.8
Cc1nc(SCC(=O)NCc2ccco2)c2c3c(sc2n1)CCC3 | 5.8 | 0.5
